# G9a block – G9a (human) methyltransferase inhibition | Q96KQ7 | G9a H3K9 monomethylation, AlphaScreen, 2 h | Potency, µM (highest dose often 102 µM), for inactives: at the highest dose activity, negative = inhibition, most hits filed as inhibitors | 350,000 tested, 8.8% active; also: % is scaled to controls: 0 for no effect and ±100 for the full control effect; nearly all actives have a fitted effect of over 75% in size
#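 Readings reflect AlphaScreen signal from monomethyl-H3K9 antibody detection. HMT at 20 nM; substrate b-H3K9 500 nM; cofactor SAM 20 uM; 2 h RT reaction; compounds tested as titrations in qHTS with 15 min preincubation.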
# POLK inh – DNA polymerase kappa (human) inhibition; 400,000 tested, 0.53% active; Potency, µM (doses to about 107 µM), without a hit: at the highest dose activity, negative = inhibition, most hits filed as inhibitors; AID 588579; purified Pol kappa, fluorescent DNA synthesis assay, 10 min; also: % is scaled to controls: 0 for no effect and ±100 for the full control effect
#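 Fluorescent qHTS in 1536-well format: enzyme (10 nM) and compound sat 15 min at room temperature before 50 nM substrate (final) was added. Signal taken at 0 and 10 min; no-enzyme buffer wells were negative controls.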
# APEX1 inh – blocks human APE1 abasic DNA cleavage; Potency, µM (highest dose often 65.8 µM), inactives show top-dose activity change, negative = inhibition, hits mostly inhibitors; P27695; 350,000 tested, 0.35% active; recombinant APE1, TAMRA/BHQ-2 abasic DNA cleavage fluorescence;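 also: plate controls were vehicle for no effect and reference inhibitor for full effect; nearly all actives have a fitted effect of over 55% in size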
#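 Kinetic fluorescence read (525 ex/598 em nm, three reads 60 s apart) of AP-site incision; signal = third minus first read. Enzyme 0.75 nM, dual-labelled THF duplex 50 nM, compound preincubation 15 min RT.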
# POLB inh – DNA polymerase beta (human) inhibition; Pol beta primer extension/strand displacement, fluorescence kinetic; Potency, µM (titrated, usually from 114 µM), inactives show top-dose activity change, negative = inhibition, most hits filed as inhibitors; 340,000 tested, 1.3% active; also: % is scaled to controls: 0 for no effect and ±100 for the full control effect
#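 Pol beta (10 nM) and compounds were preincubated 15 min at room temperature, then 50 nM substrate (final) started primer extension/strand displacement. Reads were taken at 0 and 10 min; concentration-response data were fitted to a four-parameter Hill equation.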
# Pol iota inh – DNA polymerase iota (human) inhibition; AID 588590; Q9UNA4; Potency, µM (titrated, usually from 115 µM), for inactives: top-dose activity, negative = inhibition, usual class: inhibitors; Pol iota fluorescent replication assay, 10 min; 390,000 tested, 1% active
#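 Pol iota at 10 nM preincubated 15 min with compounds at room temperature; reaction started with fluorescent substrate, 50 nM final. Fluorescence read kinetically at 0 and 10 min; buffer-only wells as negative control.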
# Apoferritin bind – candidate novel general anesthetic via apoferritin binding | P02791 | apoferritin/1-aminoanthracene competitive binding, fluorescence | Potency, µM (highest dose often 77.5 µM), without a hit: at the highest dose activity change, negative = displacement, most hits filed as inhibitors | 350,000 tested, 0.074% active | AID 485281; also: % is scaled to controls: 0 for no effect and ±100 for the full control effect; nearly all actives have a fitted effect of over 20% in size
#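 Probe: 1-aminoanthracene (50% saturated, PBS). Protein: horse-spleen apoferritin, 10 uM. Incubation: 10 min, room temperature. Detection: 380 nm excitation, 535 nm emission. Analysis: normalized response, four-parameter Hill.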
# BLM inh – blocks DNA unwinding by human BLM helicase; recombinant BLM DNA unwinding, fluorescence dequenching; Potency, µM (highest dose often 56.1 µM), without a hit: at the highest dose activity change, negative = inhibition, most hits filed as inhibitors; 350,000 tested, 0.2% active; AID 2528;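 also: plate controls were vehicle for no effect and no enzyme for full effect; nearly all actives have a fitted effect of over 35% in size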
# Target sequence (P54132 whole entry, looked up): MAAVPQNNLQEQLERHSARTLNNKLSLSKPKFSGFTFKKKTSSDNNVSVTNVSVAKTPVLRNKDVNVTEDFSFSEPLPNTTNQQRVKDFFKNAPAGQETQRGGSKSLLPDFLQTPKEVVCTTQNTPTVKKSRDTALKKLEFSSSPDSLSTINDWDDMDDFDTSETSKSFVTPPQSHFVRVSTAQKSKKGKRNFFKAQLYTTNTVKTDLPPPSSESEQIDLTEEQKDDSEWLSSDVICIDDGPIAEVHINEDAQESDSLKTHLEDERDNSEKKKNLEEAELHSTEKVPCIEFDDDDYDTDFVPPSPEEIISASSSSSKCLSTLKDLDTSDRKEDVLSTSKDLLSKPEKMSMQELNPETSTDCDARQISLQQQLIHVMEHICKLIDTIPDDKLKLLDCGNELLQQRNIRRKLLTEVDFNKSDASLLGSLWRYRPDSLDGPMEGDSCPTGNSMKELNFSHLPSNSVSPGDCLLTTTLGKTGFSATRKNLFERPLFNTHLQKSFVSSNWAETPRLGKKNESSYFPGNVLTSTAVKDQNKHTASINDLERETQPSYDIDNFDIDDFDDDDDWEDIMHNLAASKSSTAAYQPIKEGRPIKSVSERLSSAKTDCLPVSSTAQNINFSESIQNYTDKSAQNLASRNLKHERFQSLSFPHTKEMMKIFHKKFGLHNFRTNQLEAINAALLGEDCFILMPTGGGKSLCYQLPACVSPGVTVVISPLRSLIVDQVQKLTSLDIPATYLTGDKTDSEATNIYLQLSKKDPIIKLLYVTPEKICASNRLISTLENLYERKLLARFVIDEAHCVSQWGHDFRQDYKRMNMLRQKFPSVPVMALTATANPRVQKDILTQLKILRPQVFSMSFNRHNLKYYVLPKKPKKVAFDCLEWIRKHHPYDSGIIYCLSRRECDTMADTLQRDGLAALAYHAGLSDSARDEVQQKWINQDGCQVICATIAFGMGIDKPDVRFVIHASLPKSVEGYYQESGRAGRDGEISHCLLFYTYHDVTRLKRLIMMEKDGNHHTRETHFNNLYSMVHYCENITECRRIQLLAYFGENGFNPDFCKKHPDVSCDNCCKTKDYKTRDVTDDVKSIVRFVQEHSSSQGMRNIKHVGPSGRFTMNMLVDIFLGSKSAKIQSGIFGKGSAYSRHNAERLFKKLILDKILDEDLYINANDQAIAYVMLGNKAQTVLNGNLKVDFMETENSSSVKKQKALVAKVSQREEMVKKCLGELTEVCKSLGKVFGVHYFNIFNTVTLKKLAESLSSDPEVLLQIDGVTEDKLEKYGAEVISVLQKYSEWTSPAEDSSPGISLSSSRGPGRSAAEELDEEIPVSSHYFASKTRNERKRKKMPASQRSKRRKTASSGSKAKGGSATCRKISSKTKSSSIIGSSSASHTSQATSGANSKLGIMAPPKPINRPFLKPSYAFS
# POLH inh – inhibitors of human DNA polymerase eta. Potency, µM (titrated, usually from 114 µM), without a hit: top-dose activity change, negative = inhibition, usual class: inhibitors. 390,000 tested, 1.2% active. recombinant Pol eta, fluorescent DNA replication assay. Q9Y253; also: % is scaled to controls: 0 for no effect and ±100 for the full control effect
#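 Fluorescent replication assay: 50 nM final substrate added after a 15 min room-temperature compound preincubation with 10 nM enzyme. Signal taken at 0 min and again at 10 min.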
# BAZ2B inh – inhibitors of human BAZ2B bromodomain; 360,000 tested, 4.4% active; Potency, µM (doses to about 114 µM), without a hit: top-dose activity change, negative = inhibition, usual class: inhibitors; AlphaScreen BAZ2B-H3K14Ac peptide displacement; also: % is scaled to controls: 0 for no effect and ±100 for the full control effect; nearly all actives have a fitted effect of over 60% in size
#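 Inhibition is scored as reduced AlphaScreen emission. The BAZ2B/b-H3(5-23)K14Ac complex (50 nM each) in PBS pH 7.4, 0.01% Tween-20 meets compound (up to 110 uM) for 30 min at RT before bead addition.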
# * hit, by the source's call; ? = inconclusive; . = not tested or not shown; & = joins results of further samples; [ ] = another dose, or the depositor's remark. Calls follow the shape of the dose curve; as a rule, active = well fitted curve in the direction sought with a large enough effect; inconclusive = small, poorly fitted or top-dose-only effect, or another doubt; inactive = no such curve, though single readings can be large; an effect the other way counts as inactive or inconclusive. Potency is read from the fitted curve at half-maximal effect.
no.	molecule	G9a block	POLK inh	APEX1 inh	POLB inh	Pol iota inh
1	CCCC(=O)N1CCN(c2nc3ccc(F)cc3s2)CC1	9.5%[59 µM]	-5.3%[60.1 µM]	.	14.9%	?
2	COc1ccc(CCN2C(=O)CN(C3CCCCCC3)C(=O)C2c2ccc(OC(C)C)c(OC)c2)cc1OC (stereo unspecified)	7.0%[59 µM]	-1.8%[60.1 µM]	.	-1.7%	34.6%[activator]
3	CN(c1ccc(C(=O)COC(=O)C2CC2)cc1)S(C)(=O)=O	.	-6.7%	-4.5%	.	10.9%
4	Cc1ccc2oc(=O)c(-c3nc(-c4cccs4)no3)cc2c1	-11.8%[59 µM]	3.4%	.	-0.4%	-3.0%
5	CNC(=S)N/N=C(\C)c1ccc(C(C)(C)C)cc1	39.1%[activator][59 µM]	-8.0%	10.6%	9.5%	3.3%
6	O=C(CCc1ccccc1)NC(=S)Nc1ccccc1Br	7.3%	-16.7%	5.5%	-2.5%	-1.0%
7	O=C(NNc1ncnc2c1cnn2-c1cccc(Cl)c1)c1ccco1	.	4.1%	-15.9%	2.5%	19.7%
8	CN1CCN(S(=O)(=O)c2ccc(N(C)Cc3ccc(C(F)(F)F)cc3)c([N+](=O)[O-])c2)CC1	-13.3%[12.7 µM]	-14.3%	-20.6%	.	15.7%
9	Cc1nc(NCc2ccco2)c(C#N)c2c1COC(C)(C)C2	2.9%[59 µM]	-3.4%	-5.6%	1.1%	?
10	CCN1CCc2nc3sc(C(=O)Nc4cccnc4Cl)c(N)c3cc2C1	.	-10.2%	-3.4%	17.5%	25.7%
11	Cc1c(NC(=O)C(=O)/C=C(/O)c2ccccc2)c(=O)n(-c2ccccc2)n1C	8.91µM*	-11.3%	-1.0%	-2.0%	19.5%
12	Cc1ccc(C(=O)NNC(=O)CSc2nnc(CNc3ccc(F)cc3)n2C)cc1	0.0%	.	19.6%	-0.8%	.
13	O=S(=O)(c1ccccc1)N1CCN(CCO)CC1	.	-4.5%	2.9%	45.6%	30.8%[activator]
14	COc1ccc(NC(=O)CCCN2C(=O)CCn3nc(-c4cn(C)c5ccccc45)cc32)cc1	-7.8%[59 µM]	-11.2%[60.1 µM]	.	3.7%	?
15	Cc1nc2c(c(C)c1CCC(=O)NCc1ccccc1)c(=O)n(C)c(=O)n2C	-2.3%[59 µM]	-4.8%	.	20.9%	16.5%

no.	Apoferritin bind	BLM inh	POLH inh	BAZ2B inh
1	9.3%	1.4%	1.4%	-0.8%
2	-6.8%	-4.1%	-18.1%	-8.3%
3	.	.	-14.6%	.
4	-8.3%	-3.2%	17.9%	-8.5%
5	7.7%	-0.6%	-6.7%	?
6	?	-12.4%	-19.8%	0.4%
7	-4.8%	-0.2%	7.3%	7.2%
8	.	.	-17.1%	39.8µM*
9	-8.6%	-8.4%	7.8%	-9.9%
10	-0.2%	-23.4%	?	?
11	-6.4%	-11.4%	-6.6%	50.1µM*
12	-5.9%	-3.5%	.	-9.1%
13	5.3%	1.6%	-17.9%	9.9%
14	1.1%	-4.0%	3.9%	-13.9%
15	-9.2%	-0.3%	-15.2%	-19.0%

# The list goes on, starting with the last three of the part before.
no.	molecule	G9a block	POLK inh	APEX1 inh	POLB inh	Pol iota inh
13	O=S(=O)(c1ccccc1)N1CCN(CCO)CC1	.	-4.5%	2.9%	45.6%	30.8%[activator]
14	COc1ccc(NC(=O)CCCN2C(=O)CCn3nc(-c4cn(C)c5ccccc45)cc32)cc1	-7.8%[59 µM]	-11.2%[60.1 µM]	.	3.7%	?
15	Cc1nc2c(c(C)c1CCC(=O)NCc1ccccc1)c(=O)n(C)c(=O)n2C	-2.3%[59 µM]	-4.8%	.	20.9%	16.5%
16	CCOC(=O)N1CCC(NS(=O)(=O)c2ccc3c(c2)C(C)(C)C(=O)N3C)CC1	18.6%	3.2%	0.8%	24.0%	7.5%
17	CCC(CC)C(=O)Nc1c2cnn(-c3ccccc3)c2nc(=O)n1-c1ccccc1	16.7%[12.7 µM]	-9.8%	0.5%	21.6%	-3.4%
18	Cc1cc2cc(CN(Cc3cccs3)Cc3nnnn3CC3CCCO3)c(=O)[nH]c2cc1C (stereo unspecified)	-6.3%[12.7 µM]	-7.6%	-1.9%	?	6.9%
19	CCCn1c2ccccc2c2cnn(CC(=O)NCCOC)c(=O)c21	-0.7%	-3.0%	25.4%	4.9%	3.7%
20	CC1CCCCN1S(=O)(=O)c1ccc(C(=O)N(CCCN(C)C)c2nc3ccc(Br)cc3s2)cc1 (stereo unspecified)	.	-10.6%	2.1%	2.5%	40.8%[activator]
21	C[C@@]12CCC=C[C@H]1[C@H](c1ccc(C(F)(F)F)cc1)N(Cc1ccccc1)C2=O	4.9%[12.7 µM]	-10.3%	11.8%	-4.1%	7.7%
22	OCCN(CC#CC(O)(c1ccccc1)c1ccccc1)CCO	31.6µM*	1.7%	0.5%	0.1%	155.9%[activator]
23	CCn1c2ccccc2c2cc(CN3CCN(Cc4cc(OC)ccc4O)CC3)ccc21	10µM*	-1.1%	-4.2%	4.6%	-6.6%
24	O=C(c1ccc(CSc2nc3ccncc3n2Cc2cccc(F)c2)cc1)N1CCCCCC1	2.2%[59 µM]	-11.2%	.	1.6%	8.8%
25	COC(=O)c1cc2ccccc2oc1=O	-0.7%[12.7 µM]	0.4%	1.2%	-23.7%	18.3%
26	COc1cc(OC)c(NC(=O)Cn2c(=O)c(C(F)(F)F)nc3ccccc32)cc1Cl	-0.5%[59 µM]	23.3%	.	24.8%	15.8%
27	O=C(Nc1ccccn1)c1onc2c1CCCC2	-2.9%	-2.6%	7.7%	1.6%	7.8%
28	COc1ccccc1NC(=O)Cn1c(SCC(=O)N(C)c2ccccc2)nc2ccccc21	-2.6%[59 µM]	-8.7%[60.1 µM]	.	4.4%	-3.2%
29	CC(=O)c1cccc(NC(=O)Nc2csc3c2CCCC3)c1	?	-2.5%	?	21.2%	20.0%
30	Cc1cc2c(SCC(=O)NC3CCCC3)ncnc2s1	-5.8%	-4.5%	31.4%	-7.6%	-11.3%

no.	Apoferritin bind	BLM inh	POLH inh	BAZ2B inh
13	5.3%	1.6%	-17.9%	9.9%
14	1.1%	-4.0%	3.9%	-13.9%
15	-9.2%	-0.3%	-15.2%	-19.0%
16	-8.7%	0.3%	-5.1%	-0.3%
17	-7.7%	1.6%	-5.6%	-4.7%
18	-8.1%	-8.1%	-15.2%	?
19	0.7%	1.8%	-7.2%	-0.4%
20	?	3.7%	-23.1%	?
21	-0.9%	-13.0%	-18.0%	0.8%
22	-4.9%	1.3%	-15.7%	?
23	12.3%	-3.6%	1.8%	20µM*
24	?	-0.5%	-7.5%	-5.7%
25	9.1%	-0.6%	-3.3%	-5.8%
26	-1.6%	-2.8%	-9.7%	-1.0%
27	-10.8%	-11.1%	-2.8%	1.1%
28	158.0%[activator]	-3.2%	-10.7%	-27.2%
29	-19.8%	-3.5%	-13.9%	0.4%
30	-5.7%	-1.9%	-8.4%	-3.1%

no.	molecule	G9a block	POLK inh	APEX1 inh	POLB inh	Pol iota inh
31	Cc1ccc(N(CC(=O)NC2CCCC2)C(=O)c2ccc(C)s2)cc1	.	1.3%	-11.2%	-7.9%	4.3%
32	CC(=O)c1cccc(NC(=O)C2(c3ccccc3)CC2(Cl)Cl)c1 (stereo unspecified)	.	3.2%	-1.9%	-12.3%	101.0%[activator]
33	O=C1CC(=O)C(n2cncn2)C(c2cccc(Cl)c2)C1 (stereo unspecified)	.	-5.9%	19.0%	32.7%	-3.5%
34	Cc1ccc(C)c(CN2C(=O)c3ccccc3S(=O)c3ccc(C(=O)N4CCCCC4)cc32)c1 (stereo unspecified)	-25.8%[59 µM]	-10.9%	.	19.9%	-20.3%
35	Cc1ccc2nc(NC(=O)C3CCN(c4ncnc5sc(C)c(C)c45)CC3)sc2c1	.	-14.4%	4.1%	36.8%	9.4%
36	O=C(CN1CCN(c2ccc(F)cc2)CC1)Nc1ccc2c(c1)OCCO2	13.7%	-12.7%	-8.1%	37.0%	100.0%[activator]
37	CCN(CC)C(=O)C1CCN(S(=O)(=O)c2cccc3nonc23)CC1	5.2%[59 µM]	3.1%	-3.4%	-0.2%	-1.5%
38	CCOc1ccc(C(=O)Nc2nnc(SCc3cc(=O)c4cc(C)ccc4[nH]3)s2)cc1	-12.3%[59 µM]	-3.1%[60.1 µM]	.	1.3%	-24.5%
39	CCN(CC)CCNC(=O)c1ccc(Cl)c(S(=O)(=O)Nc2ccc(Cl)cc2)c1	?	3.7%&-5.4%	3.2%	2.0%	30.9%&20.7%[activator]
40	CCCCC(=O)NS(=O)(=O)c1ccc(N=NN2CCCCC2)cc1	9.8%[59 µM]	-5.5%	-1.8%	-7.7%	15.4%
41	CC1(c2ccccc2Cl)NC(=O)N(CC(=O)Nc2ccc3c(c2)OCO3)C1=O (stereo unspecified)	-22.7%	-16.2%	-7.9%	13.2%	121.9%[activator]
42	Cc1ccc(NC(=O)CN2C(=O)CC(C)S(=O)(=O)c3ccccc32)cc1 (stereo unspecified)	-81.6%	-4.9%	37.5%	10.9%	20.7%
43	CN1C(=O)N(CN2CCCCC2)C2C1N(C)C(=O)N2CN1CCCCC1 (stereo unspecified)	-27.4%[12.7 µM]	2.9%	11.9%	21.5%	40.1%[activator]

no.	Apoferritin bind	BLM inh	POLH inh	BAZ2B inh
31	-18.6%	2.4%	-21.6%	-4.8%
32	?	-5.7%	-18.7%	-1.1%
33	-6.8%	-10.9%	-14.5%	3.5%
34	0.8%	-8.1%	-7.3%	-30.4%
35	-3.2%	-2.2%	-9.5%	-13.8%
36	5.1%	1.9%	-22.0%	-8.1%
37	-14.8%	-13.7%	-9.1%	-3.0%
38	-16.3%	-3.6%	2.7%	-0.3%
39	-15.0%	-6.5%	-8.7%&-13.5%	5.6%
40	-6.0%	1.9%	-19.6%	-5.6%
41	?	-3.8%	8.0%	-31.8%
42	-4.3%	-0.6%	-8.7%	-8.5%
43	11.6%	1.3%	-7.5%	-0.6%

# The list is partial, so the mix of outcomes need not match the whole.
